Screening results deposited in PubChem BioAssay by several laboratories.
VIM-2 inh: inhibitors of Pseudomonas aeruginosa VIM-2 metallo-beta-lactamase; AID 1527; actives 0.89% (n = 290,000); purified VIM-2, nitrocefin hydrolysis, epi-absorbance fluorescence; inhibition, % at 5.6 µM;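 active = inhibition above the mean of all tested compounds plus 3 SD, cutoff set per screening run, cut at about 7.5% in these data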;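 also: red hydrolysis product quenches plate fluorescence so inhibitors raise well fluorescence; 0% = enzyme with DMSO and 100% = DMSO without enzyme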
IDE cell inh: inhibitors of human insulin-degrading enzyme in cells; P14735; HEK cells, FAbetaB cleavage, fluorescence polarization; inhibition, % at 5.59 µM; actives 0.41% (n = 320,000); AID 434962;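 active = percent inhibition above the average of all tested compounds plus 3 SD, set per screening campaign, cut at about 16% in these data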;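 also: IDE supplied by intact live HEK cells; FP after avidin binding of uncleaved biotin substrate so inhibition keeps polarization high; 0% = DMSO wells and 100% = 60 µM reference IDE inhibitor Ii1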
Target sequence (P14735 whole entry, looked up): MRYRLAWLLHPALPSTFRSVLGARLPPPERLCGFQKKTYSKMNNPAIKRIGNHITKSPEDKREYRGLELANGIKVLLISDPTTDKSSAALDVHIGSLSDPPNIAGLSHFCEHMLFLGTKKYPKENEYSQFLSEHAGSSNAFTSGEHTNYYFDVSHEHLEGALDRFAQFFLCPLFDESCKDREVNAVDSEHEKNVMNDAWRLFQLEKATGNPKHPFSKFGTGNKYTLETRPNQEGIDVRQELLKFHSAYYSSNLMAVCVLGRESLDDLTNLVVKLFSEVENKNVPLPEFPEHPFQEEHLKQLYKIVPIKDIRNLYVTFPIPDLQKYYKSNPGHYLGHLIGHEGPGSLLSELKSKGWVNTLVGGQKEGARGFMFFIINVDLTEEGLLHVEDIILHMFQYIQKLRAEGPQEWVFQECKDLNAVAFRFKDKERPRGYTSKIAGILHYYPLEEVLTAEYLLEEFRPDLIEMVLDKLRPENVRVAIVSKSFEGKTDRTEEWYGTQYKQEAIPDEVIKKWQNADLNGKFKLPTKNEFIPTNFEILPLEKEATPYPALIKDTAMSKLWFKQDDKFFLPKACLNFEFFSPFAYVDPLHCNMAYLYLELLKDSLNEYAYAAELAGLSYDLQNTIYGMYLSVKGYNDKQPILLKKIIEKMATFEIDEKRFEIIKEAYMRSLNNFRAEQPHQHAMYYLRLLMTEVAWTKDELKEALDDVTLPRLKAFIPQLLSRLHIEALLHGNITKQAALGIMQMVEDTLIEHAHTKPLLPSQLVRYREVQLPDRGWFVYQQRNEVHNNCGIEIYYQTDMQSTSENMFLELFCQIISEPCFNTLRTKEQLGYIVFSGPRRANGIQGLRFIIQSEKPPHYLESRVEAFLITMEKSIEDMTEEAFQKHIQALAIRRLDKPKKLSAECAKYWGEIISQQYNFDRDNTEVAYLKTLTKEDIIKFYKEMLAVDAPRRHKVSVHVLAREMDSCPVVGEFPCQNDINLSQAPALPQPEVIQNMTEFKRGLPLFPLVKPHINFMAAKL
M18AAP inhibitor: blocks P. falciparum M18 aspartyl aminopeptidase; recombinant PfM18AAP, H-Glu-NHMec fluorogenic cleavage; inhibition, % at 7.35 µM; actives 1.2% (n = 290,000);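 active = inhibition above the campaign mean inhibition over all tested compounds plus 3 SD, cut at about 28% in these data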;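 also: 0% = plate median of test compound wells and 100% = 2 mM ZnCl2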
SUMO HTRF inh: SUMOylation inhibition | P63279 | HTRF SUMOylation assay, SAE1/SAE2 + UBC9, in vitro | inhibition, % at 35 µM | actives 0.36% (n = 290,000) | AID 2006; in the data active = inhibition above about 50%, passing the limit was not always enough; also: strong numbers were not always called active
p-CIP stab down: compounds decreasing mouse p/CIP protein stability | decrease of EGFP signal, % at 10 µM | Q05BA5 | actives 0.01% (n = 290,000) | F442A p/CIP-EGFP cells, EGFP fluorescence, 16 h | AID 1984;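 active = EGFP signal decrease of at least 30% at 10 µM or well 3 SD below plate mean, unless failing retest; inactive = the rest, including hits failing retest or dose response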; also: some compounds called inactive have numbers as strong as hits; many of its hits are not listed in these tables
IDE cell activ: activators of human insulin-degrading enzyme in cells; P14735; HEK cells, FAbeta-B cleavage, fluorescence polarization; 0% vehicle, 100% cell-free pure enzyme wells; activation, % at 5.96 µM; actives 0.073% (n = 340,000); AID 493087;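 active = activation above the mean of all tested compounds plus 3 SD, set per screening campaign, cut at about 17% in these data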
IMP-1 inh: inhibitors of Pseudomonas aeruginosa IMP-1 metallo-beta-lactamase; actives 0.45% (n = 290,000); inhibition, % at 5.6 µM; purified IMP-1, nitrocefin hydrolysis, epi-absorbance fluorescence;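 active = inhibition above the mean plus 3 SD of all compounds in the same screening run, cut at about 4.5% in these data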;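 also: 0% = IMP-1 with DMSO and 100% = DMSO wells lacking enzyme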
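System: Purified recombinant IMP-1 metallo-beta-lactamase enzyme | Measured by: Fluorescence quenching readout, ex 480/em 530 nm | Replication: Singlicate | Incubation: 15 min preincubation plus 25 min reaction at 25 °C | Evaluation: Percent inhibition from optical density relative to buffer-blank wells | Benchmarks: DMSO with and without IMP-1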
NS3 helicase inh: HCV NS3 helicase inhibition; AID 1800; actives 0.56% (n = 290,000); inhibition, % at 10.9 µM; NS3 helicase DNA unwinding, Cy5 molecular beacon fluorescence;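 active = inhibition above the mean of all tested compounds plus 3 SD, set per campaign, cut at about 35% in these data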;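 also: 0% = DMSO wells and 100% = thioflavine S control wells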
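test system = hepatitis C virus NS3 helicase domain fragment enzyme | reagent = annealed dual-labelled DNA beacon duplex, ATP-started | times = 1 h at 25 °C | detection = Cy5 fluorescence, 0 and 60 min reads | read-out basis = percent inhibition from t60/t0 fluorescence ratio | control set = DMSO and thioflavine S | replication = one well per compound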
DNA FID counter: displaces DNA intercalator in HCV helicase counter-screen; DNA fluorescent intercalator displacement, fluorescence; inhibition, % at 7.9 µM; actives 0.17% (n = 290,000); AID 1845; in the data active = inhibition above about 37%;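 also: 0% = vehicle and 100% = reference compound; higher means more ethidium bromide displaced from hairpin DNA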
Numbers without * were called inactive; . = not tested or not shown; & = joins results of further samples.

SMILES	VIM-2 inh	IDE cell inh	M18AAP inhibitor	SUMO HTRF inh	p-CIP stab down	IDE cell activ	IMP-1 inh	NS3 helicase inh	DNA FID counter
Oc1c(N=NC(=S)Nc2ccccc2F)c2ccccc2n1Cc1ccccc1Cl	-2.0	-3	2	-4	-4	3	-2.3	9	-6
O=C(O)c1cccc(NC(=S)N/N=C/c2ccccc2OCc2cccc(Br)c2)c1	74*	.	15	19	0	-5	-3.9	24	-21
COc1ccc(C(=O)[C@H]2[C@H]3C(=O)N(c4ccc(OC(C)=O)cc4)C(=O)[C@H]3C3C=CC=NN32)cc1 (some centres not stated)	-2.7	9	3	13	3	3	-3.0	0	-18
CC/C(C)=N/Nc1nc2c(c(=O)[nH]c(=O)n2C)n1Cc1ccccc1	-1.5	-1	24	16	-7	2	-4.9	14	-10
C/C(Cl)=C/Cc1c(C)[nH]c2ccc(C)cc2c1=O	-3.1	-4	-3	-3	-3	5	-1.1	1	1
Cc1cc(S(=O)(=O)NCc2ccccc2)ccc1OCC(=O)NCc1cccnc1	0.8	1	-2	0	-4	2	-0.8	1	-22
CCOC(=O)c1cc(CC)sc1NC(=O)c1cc([N+](=O)[O-])ccc1N1CCOCC1	-0.5	0	3	2	-10	4	0.7	-3	-3
Nc1nc(NCCCN2CCOCC2)nc(Nc2ccc(F)cc2)c1[N+](=O)[O-]	8.1*	-4	-2	0	3	2	-0.2	-92	34
O=[N+]([O-])c1ccc(S(=O)(=O)NCC2CCCO2)cc1 (configuration not stated)	1.0	9	-11	1	-12	2	-0.2	21	-1
O=C(CC1C(=O)NC2CCCCC2N1C(=O)c1ccc(F)cc1)Nc1ccccc1 (configuration not stated)	-1.7	-3	-11	-8	6	-3	-2.3	3	-5
NC(=O)CSc1n[nH]c(-c2ccco2)n1	-1.2	5	-17	3	-6	9	-2.0	-14	-2
COc1ccc(CC(NC(C)=O)C(=O)NC2CCN(C(=O)Nc3ccccc3C)CC2)cc1OC (configuration not stated)	-2.7	0	0	4	-14	-1	-2.5	10	-12
CCOC(=O)c1sc(NC(=O)c2ccc(C)s2)cc1C	0.6	12	-8	-2	-11	-2	-1.0	-8	1
CCCCCN(C(=O)NC(=O)Nc1ccccc1C)S(=O)(=O)c1ccccc1	1.2	6	-16	-6	0	4	-0.4	2	-3
Cc1ccc(OCCn2c(=O)oc3ccc(C)cc32)cc1	-4.3	1	-5	-16	-7	5	-3.0	0	-9

Full records from above. Order of values: VIM-2 inh	IDE cell inh	M18AAP inhibitor	SUMO HTRF inh	p-CIP stab down	IDE cell activ	IMP-1 inh	NS3 helicase inh	DNA FID counter
`COc1ccc(CC(NC(C)=O)C(=O)NC2CCN(C(=O)Nc3ccccc3C)CC2)cc1OC` (configuration not stated) as listed: -2.7	0	0	4	-14	-1	-2.5	10	-12
`O=C(O)c1cccc(NC(=S)N/N=C/c2ccccc2OCc2cccc(Br)c2)c1` as listed: 74*	.	15	19	0	-5	-3.9	24	-21
`NC(=O)CSc1n[nH]c(-c2ccco2)n1` as listed: -1.2	5	-17	3	-6	9	-2.0	-14	-2

Next part
SMILES	VIM-2 inh	IDE cell inh	M18AAP inhibitor	SUMO HTRF inh	p-CIP stab down	IDE cell activ	IMP-1 inh	NS3 helicase inh	DNA FID counter
COc1cc(/C=C(\C#N)C(=O)NCc2cccs2)ccc1O	-2.9	34*	4	-17	-11	-41	-1.6	4	-6
COc1cc(S(=O)(=O)Nc2ccc3cn[nH]c3c2)ccc1Cl	-2.9	8	2	1	-7	5	-1.0	-2	1
O=C(Nc1cc(Cl)cc(Cl)c1)C1CCC(=O)N1Cc1ccccc1Cl (configuration not stated)	-0.9	7	-3	-30	-12	9	-2.3	-16	-14
CO[C@@]1(NC(=O)Cc2cccs2)C(=O)N2C(C(=O)O)=C(COC(N)=O)CS[C@@H]21	0.1	4	-6	22	-3	2	0.5	21	-26
CC(=O)Nc1ccc(NC(=O)c2ccc(C)c(S(=O)(=O)Nc3cccc(C)c3)c2)cc1	-3.1	-1	-2	-4	-4	5	-4.6	4	-19
CC(C)(C)c1nc(SCC(=O)NC2CCCC2)c2ccccc2n1	-3.0	3	7	10	-29	0	-3.3	4	-35
NS(=O)(=O)c1ccc(CNC(=O)c2cc(=O)c3ccccc3o2)cc1	-4.9	8	-1	16	-10	2	-2.3	12	-1
CC1CCN(c2ccc(S(=O)(=O)N3CCC(C)CC3)cc2N)CC1	-1.0	1	2	-13	-11	-1	-2.6	-4	-38
CC(=O)Nc1ccc(NC(=O)CSc2nnc(-c3ccco3)n2Cc2ccco2)cc1	-2.5	3	-8	23	0	7	-1.3	-1	-17
COc1ccc(N2CCN(C(=O)c3cc(=O)c4ccc(C)cc4o3)CC2)cc1	-2.2	0	6	12	-14	-1	-2.2	4	-32
Nc1nonc1N1CCCCC1	-1.6	2	3	8	-13	4	-3.1	20	-4
CCC1(C)Cc2ccccc2-c2nc(NCCCO)n(C)c(=O)c21 (configuration not stated)	-0.9	-6	-1	30	-14	1	-2.9	-2	-15
Cc1ccc(C(=O)C[n+]2cc(-c3ccc(C)cc3)n3c2CCCCC3)cc1	4.3	1	8	12	-6	0	0.5	-89	39*
Cc1nn(C)c(C(=O)N/N=C/c2ccc(Br)cc2)c1Cl	-2.0	2	-10	12	-3	-1	-1.1	3	-6
OCC1CCN(Cc2cn(Cc3ccccc3)nc2-c2cc3ccccc3o2)CC1	1.3	2	-3	16	2	1	0.7	-36	19
CCOC(=O)c1ccccc1NC(=O)CN1C(=O)CCS(=O)(=O)c2ccccc21	-0.2	.	-4	17	2	-3	-2.5	5	-20
C/C(CCc1ccc2c(c1)OCO2)=N\N=C1\NC(=O)CC(C(=O)Nc2ccc(Cl)cc2)S1 (configuration not stated)	-6.0	-2	-3	-12	-10	-3	-3.9	2	-3
CC(=O)Nc1ccc(NC(=O)c2c([N+](=O)[O-])cnn2C)cc1	-0.1	5	-13	-4	-7	3	-3.4	-1	-2
CCOC(=O)c1nnn2c1nc(N1CCOCC1)c1ccccc12	1.1	6	0	13	-5	.	-3.2	11	-8
COC(=O)[C@@H](NC(=O)N(C1CCCCC1)C1CCCCC1)C(C)C	-3.6	6	-6	5	-3	0	-3.7	19	2
O=C(O)CSc1ccccn1	0.4	-6	0	38	6	2	-0.7	2	5
COc1ccc(CCN(C)C(=O)C2CCCN(Cc3ccc(OC)c(OC)c3)C2)cc1OC (configuration not stated)	2.0&-1.4	3&2	14&0	-7&15	6&-4	-1&9	-0.2&-2.5	-14&-4	13&5
O=C(Nc1cccc(C(=O)N2CCOCC2)c1)c1cncc(Br)c1	-1.0	3	3	1	-19	4	-3.6	-2	-6
Clc1ccc2nc(N3CCCCC3)[nH]c2c1	-0.4	12	-10	8	3	-5	-0.7	-1	1
CCc1ccc(CNC(=O)c2ccc3nc(C4CCCCC4)oc3c2)nc1	-3.5	5	-14	16	-19	-1	-1.9	-25	-36
CC(=O)Nc1ccc(S(=O)(=O)N2CCC(C(=O)c3ccc(Cl)cc3)CC2)cc1	-1.7	4	0	-5	-2	-2	-2.6	-32	-10
CCOc1ccc(NC(=O)Cn2nc(-c3ccccc3Cl)n(CC)c2=S)cc1	-3.5	5	0	20	-8	-4	-3.9	-7	-32
CCSC(=O)NC1CCCCC1	-3.0	1	1	9	-2	.	-2.7	1	1
O=C(COC(=O)Cc1cccc(C(F)(F)F)c1)NCC1CCCO1 (configuration not stated)	-1.4	0	6	10	0	0	-2.5	21	-14
Cc1ccc(-c2nc(CCN3C(=O)c4ccccc4C3=O)cs2)cc1	-2.9	4	-5	8	-23	-4	-1.2	-1	-11
Cc1ccccc1-c1nc2sc3c(c2c(=O)o1)CCC3	-1.0	8	4	-7	-8	6	-0.9	2	0
COc1ccccc1N1CCN(S(=O)(=O)c2c(C)sc3ncn(CC(=O)NCCN(C)C)c(=O)c23)CC1	-1.3	0	2	6	-6	0	0.9	0	13
CC(C)NC(=O)C12CC3CC(C1)CC(n1cnc(Cl)n1)(C3)C2	-2.9	-9	-7	-2	-10	3	-7.3	-1	-1
O=C1CC(c2ccc(F)cc2)Sc2nc(-c3ccccc3)c(-c3ccccc3)n21 (configuration not stated)	-2.1	-2	-11	5	5	7	-3.6	2	-21
Cc1cccc(C)c1NC(=O)c1c(-c2ccccc2)noc1C	-0.6	10	4	4	2	-1	-3.5	3	-4
Cc1ccc(SCC(=O)OCC(=O)NC2CCCCCC2)cc1	0.3	0	0	2	2	0	-2.5	-11	-35
CC1CCCN(C2(O)C(=O)Nc3ccc(Br)cc32)C1 (configuration not stated)	-0.3	-1	-11	27	-7	2	-1.2	-4	-11
CCCCc1cn(C[C@H]2CC[C@@H]([C@@H]3CC[C@H](Cn4cc(CCCC)nn4)O3)O2)nn1	-0.1	10	-3	0	-4	-2	-4.5	-21	-39
Cn1c(SCC(=O)N2CCN(c3ccccc3)CC2)nnc1-c1ccncc1	-5.4	1	0	-1	-71	2	-2.3	-3	-13
CCCC(NC(=O)CCc1c(C)c2cc3c4c(oc3c(C)c2oc1=O)CCCC4)C(=O)O (configuration not stated)	2.0	.	-3	27	-5	1	-0.2	26	-26
COc1ccc(NC(=O)CCN2CCN(c3ccc(F)cc3)CC2)cc1	-0.3	0	-4	0	-4	2	-0.1	-6	-1
Cc1cccc(CNC(=O)c2ccccc2N)c1	-3.4	-6	3	7	-8	1	-4.9	4	4
CN(C)c1ccc(-c2n[nH]c(=S)n2-c2ccccc2)cc1	5.2	-3	13	5	-6	-12	-2.2	0	-17
C=CCOc1ccccc1CNn1nnnc1N	-0.1	4	3	-2	-10	-2	-1.7	3	0
Cc1ccc(C)n1-n1c(C)nc2sc(-c3ccccc3)cc2c1=O	-3.5	2	7	-6	-8	9	-2.0	-4	-24
CNC(=O)NC(=O)C(OC(=O)CCNS(=O)(=O)c1ccccc1)c1ccccc1 (configuration not stated)	-0.7	3	-3	3	20	8	-0.7	0	-28
O=C(CCC(=O)OCc1cccc(C(=O)Oc2ccccc2)c1)Nc1cccc2ccccc12	-2.1	3	4	-15	-7	8	-1.7	4	1
Cc1c(C(=O)N2CCCCC2)c(S(=O)(=O)NCc2ccc(N(C)C)cc2)c(C)n1C	-0.3	1	3	6	-5	5	-1.1	-7	-37
CN(C)c1ccc(N=Nc2ccccc2C(=O)OCC(=O)NC2CCCC2)cc1	-3.0	-5	-2	-17	-7	-3	-7.7	-12	-22
CCN=C1SC(CC(N)=O)C(=O)N1CC (configuration not stated)	-5.5	4	1	13	-13	1	-1.1	4	-2
O=S(=O)(c1ccccc1)N1CCN(C2CCN(Cc3ccccc3)CC2)CC1	-2.9	-2	0	17	-1	3	-1.7	3	2
CC1(C)Cc2c(c(N3CCCCC3)[nH]c(=S)c2C#N)CS1	-4.5	.	-11	18	-15	0	8.2*	29	-3
Cc1nc(C(N)=O)nc2ccccc12	-0.6	9	-2	5	-1	4	-2.1	-2	-7
O=C(OCc1ccco1)c1ccc(S(=O)(=O)N2CCCCC2)cc1	-2.0	2	3	-2	-9	0	-4.0	16	-10
O=C(OC(C(=O)NCc1ccc2c(c1)OCO2)c1ccc(Cl)cc1)c1ccco1 (configuration not stated)	-0.4	-9	-9	7	4	7	-1.8	-1	-12
